From PubChem BioAssay
Insulin prom inh: inhibitors of insulin promoter-driven GFP, primary screen, imaging, TRM-6 cells (human fetal islet line), eGFP reporter, cell count | reporter expression induced with tamoxifen | inhibition, % at 2 µM | 130,000 compounds, 0.9% hits;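 active = inhibition above the mean plus 3 SD, with well images judged a real hit on visual review, cut at about 60% in these data, passing the limit was not always enough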
sdo1 growth: growth rescue of sdo1-depleted yeast, primary screen, S. cerevisiae, bone marrow failure model; S. cerevisiae sdo1-depleted JHY4D growth rescue, OD600 30 h; stronger effect = higher value; pdr5 snq2 efflux-pump mutant strain; z-score at 10 µM; 140,000 compounds, 0.21% hits;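 active = z-score above 3 at both the 24 hr and the 30 hr optical density reads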;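 also: z-score against mean and SD of all compound wells on the same plate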
sdo1 growth Rescue 24 h: recorded beside sdo1 growth, whose call it bears; z-score; S. cerevisiae sdo1-depleted JHY4D growth rescue, OD600; measured here: growth rescue at 24 h;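 0 is the plate mean of compound wells and units are plate SD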
The depositor's hits bear a star; nt = no result given.

SMILES	Insulin prom inh	sdo1 growth	sdo1 growth Rescue 24 h
COc1ccc(Cn2nnnc2C(c2cc3cccc(C)c3[nH]c2=O)N2CCOCC2)cc1 (stereo unspecified)	nt	0.57	-0.15
O=C(Nc1ccccc1)c1ccc(S(=O)(=O)N2CCOCC2)cc1	41	-0.31	-1.5
N#CC1=C(N)Oc2n[nH]c(-c3cccs3)c2C1c1ccncc1 (stereo unspecified)	-67	nt	nt
CC1(C)C(C=C(Cl)Cl)C1C(=O)N(Cc1ccccc1Cl)C1CCS(=O)(=O)C1 (stereo unspecified)	-86	-0.57	0.02
CCOC(=O)c1ccc(Oc2nc(OC)nc(N(C)C)n2)cc1	-163	-1.9	-1.4
COc1cccc(/C=C/C(=O)OCC(=O)Nc2cc(C(F)(F)F)ccc2Cl)c1	37	-0.93	-0.6
C=CCn1c(SCC(=O)c2ccc(O)c(O)c2)nnc1-c1ccccc1OC	15	2.3	3
CN(c1ccccc1)S(=O)(=O)c1cccc(NC(=O)CSc2nncs2)c1	-17	1.6	3
CC(C)c1nc(SCC(=O)Nc2ccc3c(c2)OCCO3)n[nH]1	-45	nt	nt
COc1cc(/C=C/C(=O)O)cc(S(=O)(=O)Nc2ccc(F)cc2)c1OC	nt	0.24	-0.51
Cc1ccc(S(=O)(=O)c2ccc(Oc3cccc(C)c3)cc2)cc1	19	-0.24	-0.53
CCN(CC)S(=O)(=O)c1ccc(/C=C/C(=O)OCC(=O)Nc2ccc(S(N)(=O)=O)cc2)cc1	0	-0.05	-0.11
COc1ccc(CCN(CC(=O)NC(C)(C)C)C(=O)Cn2nnc(-c3ccc(C)o3)n2)cc1OC	20	nt	nt
CCOC(=O)N/N=C(C)/C=C/c1ccco1	-3	-0.03	-0.93
COc1cccc(-c2csc(N3CCN(C(=O)NC45CC6CC(CC(C6)C4)C5)CC3)n2)c1	-56	-0.93	-0.66
CC1(C)Cc2c(C#N)c(NC3CCCCC3)nc(-c3ccco3)c2CO1	nt	-0.54	-0.32
COc1ccc(-c2ccc(SCC(=O)Nc3nccs3)nn2)cc1OC	-61	nt	nt
Cc1cccnc1NC(=O)C1CCCN(S(=O)(=O)c2ccc3c(c2)oc(=O)n3C)C1 (stereo unspecified)	nt	0.17	-0.14
Cc1onc(-c2ccccc2)c1-c1n[nH]c(=S)n1-c1ccc(C(=O)O)cc1	-3	1.7	-0.21
Cc1ccc(-n2c(SCn3nnc4ccccc4c3=O)nnc2-c2cccnc2)c(C)c1	nt	-1.5	-1.5
CCCCOc1ccc(C(=O)N/C(=C/C=C/c2ccccc2)C(=O)N2CCOCC2)cc1	16	-0.67	-0.19
CC(C)NC(=O)c1ccc2c(c1)nnn2C	56	0.12	0.05
Cc1cc(Nc2ncc(Cl)cc2Cl)n(-c2ccccc2)n1	-35	-0.64	-0.03
Cc1ccc(C(=O)NNC(=O)c2cc3cc4ccccc4nc3s2)cc1	nt	0.95	2
CN(C)/C=N/C(=S)Nc1ccccc1Cl	-27	nt	nt
CC1CCN(S(=O)(=O)c2ccc(NC(=O)CCN3C(=O)c4ccccc4C3=O)cc2)CC1	20	-0.26	-0.07
Cc1ccc(S(=O)(=O)N2CCN(C(=O)CSC3CCCC3)CC2)c(C)c1	-17	-1.4	-0.78
CCCCN(CCCC)C(=O)C1CC=CCC1C(=O)O (stereo unspecified)	-125	nt	nt
CCOc1ccc(NC(=O)CSc2n[nH]c(N)n2)c([N+](=O)[O-])c1	22	1.4	0.31
Cn1c(-c2ccccc2)cc(=O)c2ccccc21	25	-0.47	-0.99
C=CCn1c(SCc2ccccc2)nc2scc(-c3ccc(C)o3)c2c1=O	-19	-0.35	1.4
CN1[C@@H]2CC[C@H]1CC(OC(=O)C(CO)c1ccccc1)C2 (stereo partly specified)	23	-0.26	0.04
CCn1c(=NC(=O)c2ccc(S(=O)(=O)N3CCOCC3)cc2)sc2cccc(OC)c21	-36	-0.29	0.03
N#Cc1cccc(-n2nnnc2-c2ccc3c(c2)OCO3)c1	-26	0.49	-0.27
NC(=O)CSc1nc2ccccc2n1Cc1ccccc1	-6	0.2	1
Cc1cccc(-c2nsc(SCC(=O)c3ccc(Cl)cc3)n2)c1	nt	-0.08	0.47
Brc1ccc2[nH]ncc2c1	-88	0.46	0.47
O=C(CNC(=O)c1ccc(Br)cc1)N/N=C/c1ccc[nH]1	36	0.04	-0.89
C/C(CCc1ccc2c(c1)OCO2)=N\N=C(/N)SC1CC(=O)N(c2ccc(Cl)cc2)C1=O (stereo unspecified)	nt	-0.19	-0.23
CCc1ccc(CN(C)CCc2ccccn2)cc1	nt	1.1	1.2

Compounds above that contain bromine:
SMILES	Insulin prom inh	sdo1 growth	sdo1 growth Rescue 24 h
Brc1ccc2[nH]ncc2c1	-88	0.46	0.47
O=C(CNC(=O)c1ccc(Br)cc1)N/N=C/c1ccc[nH]1	36	0.04	-0.89

Given bar-delimited: 21 of the compounds above.
Compound | Insulin prom inh | sdo1 growth | sdo1 growth Rescue 24 h
Cc1ccc(-n2c(SCn3nnc4ccccc4c3=O)nnc2-c2cccnc2)c(C)c1 | nt | -1.5 | -1.5
CCCCOc1ccc(C(=O)N/C(=C/C=C/c2ccccc2)C(=O)N2CCOCC2)cc1 | 16 | -0.67 | -0.19
CC(C)NC(=O)c1ccc2c(c1)nnn2C | 56 | 0.12 | 0.05
Cc1cc(Nc2ncc(Cl)cc2Cl)n(-c2ccccc2)n1 | -35 | -0.64 | -0.03
Cc1ccc(C(=O)NNC(=O)c2cc3cc4ccccc4nc3s2)cc1 | nt | 0.95 | 2
CN(C)/C=N/C(=S)Nc1ccccc1Cl | -27 | nt | nt
CC1CCN(S(=O)(=O)c2ccc(NC(=O)CCN3C(=O)c4ccccc4C3=O)cc2)CC1 | 20 | -0.26 | -0.07
Cc1ccc(S(=O)(=O)N2CCN(C(=O)CSC3CCCC3)CC2)c(C)c1 | -17 | -1.4 | -0.78
CCCCN(CCCC)C(=O)C1CC=CCC1C(=O)O (stereo unspecified) | -125 | nt | nt
CCOc1ccc(NC(=O)CSc2n[nH]c(N)n2)c([N+](=O)[O-])c1 | 22 | 1.4 | 0.31
Cn1c(-c2ccccc2)cc(=O)c2ccccc21 | 25 | -0.47 | -0.99
C=CCn1c(SCc2ccccc2)nc2scc(-c3ccc(C)o3)c2c1=O | -19 | -0.35 | 1.4
CN1[C@@H]2CC[C@H]1CC(OC(=O)C(CO)c1ccccc1)C2 (stereo partly specified) | 23 | -0.26 | 0.04
CCn1c(=NC(=O)c2ccc(S(=O)(=O)N3CCOCC3)cc2)sc2cccc(OC)c21 | -36 | -0.29 | 0.03
N#Cc1cccc(-n2nnnc2-c2ccc3c(c2)OCO3)c1 | -26 | 0.49 | -0.27
NC(=O)CSc1nc2ccccc2n1Cc1ccccc1 | -6 | 0.2 | 1
Cc1cccc(-c2nsc(SCC(=O)c3ccc(Cl)cc3)n2)c1 | nt | -0.08 | 0.47
Brc1ccc2[nH]ncc2c1 | -88 | 0.46 | 0.47
O=C(CNC(=O)c1ccc(Br)cc1)N/N=C/c1ccc[nH]1 | 36 | 0.04 | -0.89
C/C(CCc1ccc2c(c1)OCO2)=N\N=C(/N)SC1CC(=O)N(c2ccc(Cl)cc2)C1=O (stereo unspecified) | nt | -0.19 | -0.23
CCc1ccc(CN(C)CCc2ccccn2)cc1 | nt | 1.1 | 1.2

Additional structures follow.
SMILES	Insulin prom inh	sdo1 growth	sdo1 growth Rescue 24 h
COc1ccc2c(c1)O[C@H](c1ccc3c(c1)OCO3)[C@@H](OC(=O)Nc1cc(OC)c(OC)c(OC)c1)C2=O	5	0.04	0.17
COc1ccc(CCNC(=O)C2(C)CCC(=O)N2CCC(C)C)cc1OC (stereo unspecified)	nt	0.59	0.42
CCCC(=O)Nc1cccc(NC(=S)NC(=O)C(C)Oc2ccc(Cl)cc2Cl)c1 (stereo unspecified)	nt	-0.65	-0.45
CCC(=O)NCCc1nc2ccccc2n1CC	nt	0.72	-0.11
O=C(CN1CCN(Cc2ccccc2)C1=O)NCc1cccs1	nt	0.67	2.2
CC(=O)c1cn(CC(=O)NCC2CCCO2)c2ccccc12 (stereo unspecified)	-394	-0.05	-0.09
COc1cc(/C=N/NC(=S)N/N=C/c2cc(OC)c(OC)c(OC)c2)cc(OC)c1OC	15	3*	4*
CCOc1ccc(C(=O)N2CCN(c3cccc(Cl)c3)CC2)cc1	53	nt	nt
CC(=O)N1C(=O)/C(=C2\SC(=S)N(c3c(C)n(C)n(-c4ccccc4)c3=O)C2=O)c2ccccc21	nt	-0.55	-0.74
CCc1c(O)nc(SCC(=O)Nc2ccc3c(c2)CCC3)[nH]c1=O	6	0.2	0.08
O=C(OCc1ccc(Cl)cc1)c1cnccn1	-4	0.66	1
Cc1[nH]nc(-c2ccc(OCc3cnn(-c4ccccc4)c3)cc2O)c1Oc1ccccc1F	nt	0.71	3.1
CCOc1ccc(N(CCC#N)S(=O)(=O)c2ccc(OC)cc2)cc1	-31	1	0.38
O=c1c2[nH]c3ccccc3c2ncn1Cc1ccncc1	12	-0.12	-0.47
CCN1CCCC1CNC(=O)c1ccc(Sc2ccccc2Cl)c([N+](=O)[O-])c1 (stereo unspecified)	29	nt	nt
c1ccc(Oc2cccc(CN3CCOCC3)c2)cc1	60	-1	-0.66
Cc1ccc(NC(=O)CCC(=O)N/N=C/c2cc([N+](=O)[O-])ccc2O)cc1	0	0.76	0.15
CC/C(C)=N/Nc1ccc(S(=O)(=O)N2CCCC2)cc1[N+](=O)[O-]	-70	0.51	0.59
CCCn1c(SCC(=O)Nc2ccc(S(=O)(=O)N(C)C)cc2)n[nH]c1=O	17	nt	nt
COc1cc(OC)cc(C(=O)N2CCN(C(=O)COc3ccc4ccccc4c3)CC2)c1	6	-0.59	-0.86
Cc1ccc(SCC(=O)Nc2ncc(C)s2)cc1	-23	-0.69	-0.84
CC(C)CSC1=NSC2=NC(=O)/C(=C\c3ccccc3)C(=N)N12	0	nt	nt
CCCCOC(=O)NCN1C(=O)C2C3C=CC(C3)C2C1=O (stereo unspecified)	31	0.73	0.37

Rewritten with values under each structure: part of the list above.
Values run as follows: Insulin prom inh	sdo1 growth	sdo1 growth Rescue 24 h
> CCOc1ccc(N(CCC#N)S(=O)(=O)c2ccc(OC)cc2)cc1
 : -31	1	0.38
> O=c1c2[nH]c3ccccc3c2ncn1Cc1ccncc1
 : 12	-0.12	-0.47

Only part of the results is shown. The share of hits here may be higher or lower than overall.
